# OX1R antag-1 – antagonists of human orexin 1 receptor | inhibition, % at 5 µM | actives 0.43% (n = 330,000) | AID 434989 | CHO/OX1R cells, Fluo-8 calcium fluorescence, orexin A | O43613;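 active = inhibition above its plate's threshold, mean inhibition of all tested compounds on the plate plus 3 SD, cut at about 37% in these data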;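 also: 0% = orexin A challenge wells and 100% = SB-334867-A antagonist wells; not every result past the cut was called active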
# Target sequence (O43613 whole entry, looked up): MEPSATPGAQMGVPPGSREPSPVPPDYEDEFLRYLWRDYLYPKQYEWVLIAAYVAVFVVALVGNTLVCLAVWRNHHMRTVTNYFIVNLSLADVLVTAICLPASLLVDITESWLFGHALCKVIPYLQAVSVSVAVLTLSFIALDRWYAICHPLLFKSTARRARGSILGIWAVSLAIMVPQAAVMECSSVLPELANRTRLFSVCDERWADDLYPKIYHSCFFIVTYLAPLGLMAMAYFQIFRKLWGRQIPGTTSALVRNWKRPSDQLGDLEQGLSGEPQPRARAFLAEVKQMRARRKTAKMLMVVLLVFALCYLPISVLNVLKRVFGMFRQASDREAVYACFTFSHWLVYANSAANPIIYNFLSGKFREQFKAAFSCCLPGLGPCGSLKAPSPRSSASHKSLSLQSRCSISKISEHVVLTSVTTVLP
# OX1R antag-2 – OX1R (human) antagonism; O43613; OX1R-expressing cells, FRET antagonist read-out; inhibition, % at 6.6 µM; actives 1.8% (n = 330,000); AID 485270; in the data active = inhibition mostly above about 38%, no sharp cut-off; inactive = mostly below about 40%;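 also: 0% = agonist challenge alone and 100% = reference antagonist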
# Active calls of the source: *.
OX1R antag-1	OX1R antag-2	smiles
-9	6	Cc1nc(NC(=S)NC(=O)c2ccco2)sc1C(=O)N(C)C
-9	9	CC(C)(C)C(O)C(Cc1ccccc1Cl)n1cncn1 (configuration not stated)
-1	11	CCOC(=O)c1c(N)n[nH]c1-c1ccc(OC)cc1
-22	38	O=C(c1nc2ccccn2c1CN1CCCC(OCc2ccccc2)C1)N1CCCC1 (configuration not stated)
-10	16	COc1cc(NC(=O)CSc2nnc(NC(C)C)s2)cc(OC)c1OC
-29	16	O=C(NCc1ccccc1)c1cccc(NS(=O)(=O)c2cccc3cccnc23)c1
-18	17	O=C(Nc1ccccc1Cl)c1ccc2nccnc2c1
-16	13	CCOc1cccc(N2CCN(CCNC(=O)Nc3ccc(C)cc3)CC2)c1C
-17	7	Nn1c(SCc2cn3ccccc3n2)nnc1-c1ccncc1
-18	14	O=C(/C=C/C=C/c1ccccc1)c1ccco1
-11	3	Cc1ccc(NC(=S)Nc2ccc(F)cc2)c(C)c1
4	17	CCOC(=O)c1cc2occc2n1CC(=O)NCCOC
-13	6	c1ccc(C[C@H]2CN=C(Nc3ccccc3)N2CC2CCC2)cc1
-38	32	Cc1cc(NC(=O)CCC(=O)N(c2ccc(C)c(F)c2)C(C(=O)NC2CCCC2)c2ccco2)no1 (configuration not stated)
-31	15	Cc1ccc(NC(=O)c2cccs2)cc1S(=O)(=O)N(C)C
-14	7	O=C(CCN1C(=O)COc2ccccc21)NCc1cccs1
-7	14	COc1cc(C(=O)Nc2nnc(C)s2)cc(OC)c1OC
-17	4	CCOc1cc(C=O)cc(Br)c1OCC(=O)NCCc1ccccc1
2	7	CCn1c(=O)cc(OCC(=O)NCCCN2CCCC2=O)c2ccccc21
-16	29	Fc1ccccc1N1CCN(c2cnc3ccccc3n2)CC1
-12	43	O=C(CCS(=O)(=O)c1cccc2nonc12)NC1CCCCCC1
-19	4	COc1ccc2nc(NC(=O)C3CCN(C(=O)c4ccc(F)cc4)CC3)sc2c1
-16	0	Cc1ccc(Cl)cc1N1CCN(C(=O)CNC(=O)c2ccc(Br)o2)CC1
-16	-2	O=c1[nH]c(C2C3CC4CC(C3)CC2C4)nc2ccccc12 (configuration not stated)
-17	24	CN(CC(=O)Nc1ccccc1Br)C(=O)c1cc([N+](=O)[O-])ccc1N1CCOCC1
-23	7	COCCCN(C(=O)CCOc1ccccc1C)c1c(N)n(Cc2ccccc2)c(=O)[nH]c1=O
-7	4	CC(NC(=O)c1ccccc1F)C1CC1 (configuration not stated)
-9	15	CCC1CCCCN1CCCNC(=O)c1cc2c(=O)[nH]c3ccccc3c2n1C (configuration not stated)
-24	21	Cc1cccc(NC(=O)C(C)Oc2ccccc2C)n1 (configuration not stated)
-26	10	O=C1C(c2ccccc2)C(c2ccccc2)NC(c2ccccc2)C1c1ccccc1 (configuration not stated)
-16	11	COc1cc(-c2nc3ccc4ccccc4c3c3c2CCC3)cc(OC)c1O
-4	15	CCCCCC1NC(=O)NC1CCCCCC(=O)O (configuration not stated)
-30	7	C[C@H](CO)N1C[C@H](C)[C@@H](CN(C)S(=O)(=O)c2ccc(F)cc2)Oc2ccc(NS(=O)(=O)c3ccc(F)cc3)cc2C1=O
-18	18	O=C(COc1ccc(N2C(=O)c3ccccc3C2=O)cc1)c1ccccc1
6	5	CCCNC(=S)NCc1ccc(Cl)cc1
-35	24	CCN(C(=O)COC(=O)c1oc2ccccc2c1C)c1c(N)n(Cc2ccccc2)c(=O)[nH]c1=O
-30	20	O=C(Nc1ccc(Cl)cc1)Nn1cnc2ccccc2c1=O
-6	7	CC(C)(C)c1ccc(C(=O)Nc2c3c(nn2C(C)(C)C)CS(=O)(=O)C3)cc1
-23	20	Cc1ccc(C(c2sc3nc(C)nn3c2O)N2CCN(C(=O)c3ccco3)CC2)cc1 (configuration not stated)
-5	12	COc1ccc(CC(=O)NC2CC(C)(C)NC(C)(C)C2)cc1
-25	9	Cc1ccc(S(=O)(=O)c2nc(-c3ccc(F)cc3)oc2N2CCOCC2)cc1
-22	5	Cc1ccc(Cl)cc1N1C(=O)CC(C)(C)CC1=O
-18	13	CCOc1ccccc1OCC(=O)NCCc1ccc(S(N)(=O)=O)cc1
-12	15	COc1ccc(S(=O)(=O)Nc2cc(Cl)ccc2OC)cc1
-21	36	O=C(Nc1cccc2c1C(=O)NC2=O)c1cccnc1Cl
-26	27	CCOc1ccc(CCNC(=O)COC(=O)/C=C/c2ccc(C)o2)cc1OCC
-26	11	O=C(CCc1ccccc1)Nc1ccccc1C(=O)N1CCOCC1
-8	14	CSCCC1NC(=O)N(CC(=O)Nc2ccc(-c3ccccc3)cc2)C1=O (configuration not stated)
-19	26	O=C(CN(C1CCCCC1)S(=O)(=O)c1ccccc1)N1CCCC1
-28	67	CC(=O)c1sc(NS(=O)(=O)c2ccc(C)cc2)nc1-c1ccccc1
-4	1	CC(C)CN1CN(Cc2ccco2)CNC1=S
-12	-5	CC(=O)Nc1ccc(S(=O)(=O)Nc2cc(Cl)ccc2N2CCOCC2)cc1
6	11	O=C(N/N=C/c1c(F)c(F)c(F)c(F)c1F)c1cccc(S(=O)(=O)N2CCOCC2)c1
-24	7	Cc1cc(N/N=C/c2ccccc2)nc(N2CCOCC2)n1
-19	6	N#CC1=C(N)OC2=C(C(=O)CCC2)C1c1cc2c(cc1Br)OCO2 (configuration not stated)
17	10	CCOc1ccc(CN2CCNC(=O)C2CC(=O)OC)cc1 (configuration not stated)
-17	12	O=C(COc1ccc2ccc(=O)oc2c1)NC1CCN(Cc2ccccc2)CC1
-29	28	CCCNC(=O)c1sc2c(c1C(=O)Nc1ccccn1)CCCC2
9	8	O=C(O)c1cccc(N/C(=N\S(=O)(=O)c2ccccc2)c2ccccc2)c1
-3	12	Cc1ccc(C#N)c(SCc2cccc(Br)c2)n1

# Among those listed so far, these contain bromine:
OX1R antag-1	OX1R antag-2	smiles
-17	4	CCOc1cc(C=O)cc(Br)c1OCC(=O)NCCc1ccccc1
-16	0	Cc1ccc(Cl)cc1N1CCN(C(=O)CNC(=O)c2ccc(Br)o2)CC1
-17	24	CN(CC(=O)Nc1ccccc1Br)C(=O)c1cc([N+](=O)[O-])ccc1N1CCOCC1
-19	6	N#CC1=C(N)OC2=C(C(=O)CCC2)C1c1cc2c(cc1Br)OCO2 (configuration not stated)
-3	12	Cc1ccc(C#N)c(SCc2cccc(Br)c2)n1

# The listing continues.
OX1R antag-1	OX1R antag-2	smiles
-9	17	CC(=O)c1sc(NC(=O)C=C(C)C)nc1C
-1	24	O=C(N/N=C/C1CC=CCC1)c1ccccc1O (configuration not stated)
-17	6	Cc1ccc(C2N(c3ccc(Cl)cc3)C(=O)N3CCCN23)cc1 (configuration not stated)
-20	21	CCCc1nc(SCC(=O)Nc2cc(C)on2)c2ccccc2n1
-10	31	CN1C(=O)c2cccc3c(S(=O)(=O)NCCc4ccccc4)ccc1c23
-8	1	Cc1ccc(-c2csc3nc(C)n(N)c(=O)c23)cc1
3	6	COC(=O)[C@]1(C)N[C@H](CN(C)S(=O)(=O)c2ccc(OC(F)(F)F)cc2)[C@@H]2C(=O)N(C)C(=O)[C@@H]21
-18	5	O=C(CN1C(=O)CCS(=O)(=O)c2ccccc21)NCc1ccc2c(c1)OCO2
9	33	COc1cc2c(cc1OC)CN(C(=O)Nc1ccccc1Cl)CC2
-6	3	COc1cccc(/C=N/N2CCOCC2)c1O
3	30	Cc1cccc(NC(=O)CCN2C(=O)C3C4C=CC(C4)C3C2=O)n1 (configuration not stated)
-20	5	Cc1cc(=O)[nH]c(SCC(=O)NN(c2ccccc2)c2ccccc2)n1
8	32	Cc1ccccc1OCC(=O)N/N=C/c1ccc([N+](=O)[O-])o1
-14	10	Cc1ccc(OCC(=O)n2cnnc2N)c(C)c1
-13	22	CCN(CC)S(=O)(=O)c1ccc(NS(=O)(=O)c2ccc(OC)c([N+](=O)[O-])c2)cc1
-14	49	O=C(c1ccccc1Cl)N1CCN(c2ccccn2)CC1
-7	37	CN(C)S(=O)(=O)N1CCC(Oc2cccc(C(=O)NCCC3=CCCCC3)c2)CC1
-44	25	Cc1nonc1NC(=O)CSc1nnc(-c2ccoc2C)n1-c1cccc(Cl)c1
-30	25	CCCNC(=O)c1onc(CSc2ccc(Cl)cc2)c1C(=O)NCCC(C)C
-15	30	Nc1cc(C2CCCC2)nn1-c1ccccc1

# Complete entries from above.
# Record of `O=C(N/N=C/C1CC=CCC1)c1ccccc1O` (configuration not stated) → OX1R antag-1 = -1; OX1R antag-2 = 24
# Record of `Cc1ccccc1OCC(=O)N/N=C/c1ccc([N+](=O)[O-])o1` → OX1R antag-1 = 8; OX1R antag-2 = 32

# Further results follow.
OX1R antag-1	OX1R antag-2	smiles
-7	2	Clc1ccc(-c2c[n+]3c(n2-c2ccccc2)SCC3)cc1
-3	-2	CC1(OC(=O)c2ccc(Cl)nc2)C(=O)C=C2C=C(C3CC3)OC=C2C1=O (configuration not stated)
-17	3	Cn1c(N)c(C(=O)COC(=O)COc2ccc(Cl)cc2)c(=O)n(C)c1=O
12	-2	O=C(O)COCc1nc2ccccc2s1
18	1	Cc1ccc(S(=O)(=O)N(C)CC(=O)NNC(=O)Cc2cccc(F)c2)cc1
-45	40	CCCOc1ccc(/C=C/C(=O)Nc2ccc([N+](=O)[O-])cc2C)cc1
-12	13	CCOC(=O)c1nnn(-c2nonc2N)c1CN(C)Cc1ccccc1
-10	15	CCOC(=O)c1c(C)n(C)c2cc(Br)c(C(=O)OC)cc12
-92	7	Cn1c(=O)c2c(nc(SCC(=O)NC3CCCC3)n2C)n(C)c1=O
-30	4	CCN(CC)C(=O)c1ccc(-c2nnc(Nc3ccc(O)cc3)c3ccccc23)cc1
-41	13	CC(C)C[C@H](NC(=O)c1nc[nH]c1C(=O)N[C@@H](CC(C)C)C(=O)OC(C)(C)C)C(=O)OC(C)(C)C
-6	61*	Nc1nc(N)c2nc(CNc3ccc(C(=O)NC(CCC(=O)O)C(=O)O)cc3)cnc2n1 (configuration not stated)
-13	13	O=C(CCS(=O)(=O)c1ccc(Br)cc1)Nc1ccccn1
-5	14	O=c1oc(/C=C/c2ccccc2)nc2sc3c(c12)CCC3
-23	22	CC(C)CC(N)c1cn([C@@H](CCC(=O)O)C(=O)N2CCNCC2)nn1 (some centres not stated)
-19	14	CCC[C@H]1COCCS(=O)(=O)N1Cc1ccccc1
-8	-3	CCn1cc(C(=O)NCCN(C)C)c(=O)c2cc(F)c(N3CCN(C)CC3)cc21
-2	9	Cc1nc(=O)c(-c2ccccc2)c(C)n1-c1ccc(O)cc1
-24	55	COc1ccccc1N1CCN(C(=O)c2ccc3nc(-c4ccco4)c(-c4ccco4)nc3c2)CC1
-15	13	COc1cccc(-c2nc(CS(=O)(=O)CC(=O)NCCCN3CCN(C)CC3)c(C)o2)c1
-15	14	Cn1c(Cn2c(=O)sc3ccccc32)nnc1SCC(=O)NCc1ccc(F)cc1
-33	18	CCCc1nc(NCC2CCCO2)c2nnn(Cc3ccccc3)c2n1 (configuration not stated)
-25	21	Cc1ccccc1NC(=O)CCS(=O)(=O)c1ccc(Br)s1
-33	12	COC(=O)c1cccc(NC(=O)c2ccc3c(c2)C(=O)N(C(C)(C)C)C3=O)c1
-18	19	C/C(=N\Nc1ccccn1)c1ccc(Br)s1
-21	18	CCOC(=O)c1ccc(N2C(=O)CC(NC3CCN(C(=O)c4cccc(Cl)c4)CC3)C2=O)cc1 (configuration not stated)
4	35	O=C(NCCOc1ccccc1Cl)C(=O)c1c[nH]c2ccccc12
-4	10	CN(Cc1ccccc1)C(=O)COC(=O)c1ccc(Br)o1
-23	4	COc1ccccc1CNC(=O)C1CCC(CNS(=O)(=O)c2cccc3cccnc23)CC1 (configuration not stated)
-3	4	c1cncc(-c2cccnc2)c1
13	4	COCc1ccc(-c2c(-c3ccc(OC)cc3)oc(=O)c3cc(OC)c(OC)cc23)cc1
-8	16	O=P(Cc1cc[n+]([O-])cc1)(c1ccccc1)c1ccccc1
0	10	Oc1[nH]c2ccccc2c1OCc1ccncc1
3	57	O=C(O)c1ccc2ncc(NC(=O)c3ccc(F)cc3)c(=O)n2c1
6	20	COC(=O)c1ccc(CNC(=O)c2sccc2-c2ccccc2)cc1
-8	10	Cc1ccc(C(=O)COC(=O)c2ccc(Cl)c(N)c2)s1
-17	4	CCOc1cc(C)c(Cl)cc1S(=O)(=O)NCC1CCCO1 (configuration not stated)
-37	9	CCCCCOC(=O)Cn1c(SCC(=O)Nc2ccccc2)nc2c1c(=O)[nH]c(=O)n2C
-2	16	Clc1ccc(CSC2=NCCCN2)cc1Cl
-23	24	COC(=O)[C@H](C)[C@H]1C[C@]1(C)[C@H](NC(=O)OCc1ccccc1)c1ccccc1
8	22	COc1ccc(C(=O)NCCc2nnc3ccc(SCC(=O)N4CCCC4)nn23)cc1
-15	8	CC1(C)Nc2ccccc2N(CCC(=O)N2CCOCC2)C1=O
-9	5	N/C(=N\N=C\c1ccc(Br)o1)c1nonc1N
-8	21	COCc1cc(C)n(CC(=O)Nc2ccccc2C(=O)OC)c(=O)c1C#N
-19	29	Cc1nn(C)c(C(=O)N/N=C/c2cccc(Oc3ccccc3)c2)c1Br
-25	16	Cc1ccc(CCNC(=O)C2CCCN(c3ncnc4c3nc3n4CCCCC3)C2)cc1 (configuration not stated)
-33	11	COCCNC(=O)Cn1nc(-c2ccc(C)cc2)c2ccccc2c1=O
9	26	CCOC(=O)C1CCN(C(=O)COC(=O)/C=C/c2ccc([N+](=O)[O-])cc2)CC1
4	5	CCN(CC)CCCN1CC(=O)N2[C@@H](Cc3c([nH]c4ccccc34)C2(C)C)C1=O
-20	6	COc1ccc2[nH]c(C(=O)N3CCN(c4ccccc4F)CC3)c(C)c2c1
-16	14	Cc1sc2nc(SCC(N)=O)n(C)c(=O)c2c1C

# Assay outcomes from PubChem BioAssay.
